Compound activity: PubChem, several laboratories
Vif imaging = inhibitors of HIV Vif | AID 602346 | inhibition, % at 7.49 µM | HEK293T cells, Vif self-association by quenched fluorescence, imaging, 24 h | actives 0.35% (n = 340,000); in the data active = inhibition above about 50%, passing the limit was not always enough; inconclusive = no clear call, values can overlap the other calls; inactive = below about 31%; also: some results filed as inactive read as strong as hits
NR2E3 ag-1 = human photoreceptor-specific nuclear receptor agonism; inhibition of corepressor binding, % at 3.98 µM; actives 0.35% (n = 360,000); AID 602229; CHO-S Gal4-NCOR/VP16-NR2E3 two-hybrid, luciferase;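 active = inhibition above the mean of all tested compounds plus 3 SD, cut at about 70% in these data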;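 also: 0% = DMSO with NR2E3 transfected cells and 100% = cells lacking NR2E3 construct; higher means lower luciferase signal from less NR2E3 corepressor binding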
Target sequence (Q9Y5X4 whole entry, looked up, the tested form may be a part): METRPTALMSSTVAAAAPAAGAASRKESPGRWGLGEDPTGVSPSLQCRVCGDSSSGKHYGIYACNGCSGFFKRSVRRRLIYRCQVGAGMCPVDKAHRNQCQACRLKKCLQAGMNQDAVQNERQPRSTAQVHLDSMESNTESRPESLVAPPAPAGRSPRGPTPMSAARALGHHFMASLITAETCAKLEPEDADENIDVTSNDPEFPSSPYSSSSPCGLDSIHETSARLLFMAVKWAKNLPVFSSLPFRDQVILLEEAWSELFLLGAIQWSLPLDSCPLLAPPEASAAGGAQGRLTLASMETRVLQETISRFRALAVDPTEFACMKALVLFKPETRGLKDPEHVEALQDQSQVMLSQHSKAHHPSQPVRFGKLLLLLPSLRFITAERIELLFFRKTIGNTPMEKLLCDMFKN
iPSC survival up = enhancers of human iPSC single-cell survival | actives 0.044% (n = 360,000) | survival enhancement, % at 20 µM | AID 602274 | hiPSC single-cell survival, ATPlite luminescence; 100% = ROCK inhibitor wells, 0% = DMSO; in the data active = survival enhancement above about 18%;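 also: cells exposed to compounds for 16 hours before the ATP read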
PDI inh = blocks human protein disulfide isomerase activity; PDI insulin aggregation turbidity, A650, 90 min; inhibition, % at 10 µM; actives 0.052% (n = 350,000);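 active = mean inhibition across replicates of 30% or more, whatever share of single replicates reach that level; inconclusive = mean inhibition below 30% while every single replicate reaches 30%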;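 also: absorbance from insulin aggregation driven by PDI reduction with DTT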
Target sequence (P07237 whole entry, looked up): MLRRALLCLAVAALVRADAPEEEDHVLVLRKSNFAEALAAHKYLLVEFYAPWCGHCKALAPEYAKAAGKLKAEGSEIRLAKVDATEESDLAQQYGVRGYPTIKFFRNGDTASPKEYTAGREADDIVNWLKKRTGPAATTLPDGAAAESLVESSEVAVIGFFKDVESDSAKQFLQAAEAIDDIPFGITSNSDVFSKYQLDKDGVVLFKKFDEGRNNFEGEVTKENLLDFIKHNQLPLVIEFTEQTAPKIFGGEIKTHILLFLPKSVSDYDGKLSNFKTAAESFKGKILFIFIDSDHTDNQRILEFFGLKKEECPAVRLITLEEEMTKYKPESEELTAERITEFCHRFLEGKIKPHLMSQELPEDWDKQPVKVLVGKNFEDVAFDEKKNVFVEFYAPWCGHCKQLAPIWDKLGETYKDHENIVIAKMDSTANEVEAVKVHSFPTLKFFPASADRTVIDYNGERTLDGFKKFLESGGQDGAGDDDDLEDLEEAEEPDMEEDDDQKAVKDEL
NR2E3 ag-2 = NR2E3 (human) agonism | Q9Y5X4 | GST-NR2E3/biotin-RetCOR TR-FRET, 1536-well | inhibition of corepressor binding, % at 4.78 µM | actives 0.12% (n = 320,000) | AID 2300;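 active = percent inhibition above the cutoff of mean plus 3 SD of all tested compounds, set per screening campaign, cut at about 20% in these data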;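 also: 0% = DMSO wells and 100% = biotin wells as full block of FRET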
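Test system: GST-NR2E3 and biotin-RetCOR proteins | Quantity: 1.35 nM GST-tagged NR2E3 final | Medium: Tris pH 7.5 | Also added: 7 nM biotin-RetCOR | Dosing: Compound at 4.8 µM, single dose | Timing: 5 h at 4 °C | Detection: Time-resolved FRET | Read-out basis: Percent inhibition | Benchmarks: Biotin wells as high control, 0.6% DMSO wells as low control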
Peg3 promoter = Peg3 promoter activity inhibition. HeLa PEG-Prom luciferase reporter, luminescence, overnight. inhibition, % at 20 µM. actives 1.7% (n = 360,000). AID 588405;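 active = inhibition of at least 50% at 20 µM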
Exocytosis inh = lytic granule exocytosis inhibition; actives 0.66% (n = 360,000); AID 651702; inhibition, % at 10 µM; TALL-104 LAMP-1 surface exposure, flow cytometry; cells stimulated with thapsigargin and PMA;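 active = inhibition above about 55%, limit read from the data; inconclusive = no clear call, values can overlap the other calls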
aDG glyco act = increases alpha dystroglycan glycosylation | activation, % at 10 µM | actives 0.22% (n = 360,000) | AID 624168 | Pro5-aDG cells, alpha-DG glycosylation AlphaScreen (IIH6); 0% Pro5, 100% B10-LARGE cell signal;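 active = activation of at least 8% versus controls, or a plate z-score of at least 8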;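 also: Pro5 are CHO cells carrying HIG-tagged alpha-DG that lacks glycosylation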
CaV13 ICDI inh = Primary screen for inhibitors of IQ motif and Ca2+-dependent inactivation inhibitor domain binding in CACNA1D, Förster resonance energy transfer in living cells, … | actives 0.098% (n = 340,000) | HEK cells, CFP/YFP FRET ICDI-IQ, plate reader, 10 min; percent FRET-ratio fall versus neutral wells | AID 743397 | inhibition, % at 12.3 µM;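 active = mean replicate inhibition of at least 30% and at least 1% of replicates passing that level; inconclusive = only one of the two criteria is met; inactive = neither criterion is met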;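 also: 0% = median of the neutral control wells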
HIF-2a block = HIF-2a inhibition. 786-0 RCC cells HIF-2a reporter, luciferase luminescence, overnight. inhibition, % at 18.8 µM. actives 0.72% (n = 360,000). AID 624352;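 active = inhibition of the luminescence signal of 40% or more relative to plate controls, in a single-dose primary screen at 18.75 µM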
MITF TRPM1 inh = reduces MITF-dependent TRPM1 promoter luciferase signal | SK-MEL-5 TRPM1 promoter luciferase, 24 h | inhibition, % at 12.5 µM | actives 0.83% (n = 330,000);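 active = mean inhibition across replicates of 60% or more, whatever share of single replicates reaches that level; inconclusive = some that reach 60%, reason not given; inactive = mean inhibition across replicates below 60%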; also: values of inactives mirror those of a sister screen read the other way
Starred values were filed as active, the others as inactive; ? = inconclusive; · = not tested or not shown.

SMILES	Vif imaging	NR2E3 ag-1	iPSC survival up	PDI inh	NR2E3 ag-2	Peg3 promoter	Exocytosis inh	aDG glyco act	CaV13 ICDI inh	HIF-2a block	MITF TRPM1 inh
O=C(NCC1CCCO1)c1cccc(S(=O)(=O)N(Cc2ccccc2)c2ccccc2)c1 (stereo unspecified)	-5	19	0.8	9	-3	-5	0	0.0	-15	10	3
O=C(CNC(=O)c1ccccc1F)OCCOc1cccc(Cl)c1	·	11	0.0	-12	0	-11	-2	0.1	-5	14	-15
COCCN1CCN(C(=O)c2cc(COc3ccc(F)cc3Cl)on2)CC1	-5	3	-0.3	4	1	4	-7	0.1	-3	-10	-5
Cc1oc2c(C)c3oc(=O)c4c(c3cc2c1C)CCCC4	-5	-11	5.4	0	2	-6	1	0.0	·	-6	-12
COc1ccc(CCNC(=O)CC(Cc2ccc(C)cc2)C(=O)O)cc1OC (stereo unspecified)	-12	-26	-0.4	1	1	-3	-3	0.0	-4	13	7
COc1ccc(-c2noc(=O)n2Cc2ccccc2F)cc1	1	-20	3.1	-4	-1	20	-5	0.0	-6	15	1
O=C(CCN1C(=O)C2CC=CCC2C1=O)Nc1nc(-c2ccc(F)c(F)c2)cs1 (stereo unspecified)	2	21	0.1	5	2	-9	1	-0.2	-7	-36	-16
CC(C)CCN1C(=O)c2ccccc2C1c1nnnn1-c1ccc2c(c1)OCCO2 (stereo unspecified)	·	1	-0.5	·	·	·	-1	0.0	-8	1	·
Cc1cc(C)c(NC(=S)N(CCN(C)C)Cc2cccs2)c(C)c1	-4	5	-0.7	3	3	-13	-1	0.3	0	13	-4
COc1ccc(C(=O)N2CCN(C(=O)CC(C)C)CC2)cc1OC	·	-8	6.2	-17	-2	13	-3	0.1	-5	4	-5
Clc1ccc(CN2C3=NCCCN3c3ccccc32)cc1	1	-22	-2.2	-2	3	14	-1	1.0	·	19	-9
O=C(COC(=O)c1ccc(O)cc1)c1ccc(S(=O)(=O)N2CCCCC2)cc1	2	-12	0.0	16	3	14	3	-0.2	-2	13	17
Cc1cc(C)nc(S/C=C/C(=O)c2ccccc2)n1	20	-8	-0.8	1	-3	109*	24	-0.2	-4	69*	81*
COc1ccc(C(=O)NC(Cc2c[nH]c3ccccc23)C(=O)O)cc1 (stereo unspecified)	-8	-26	-0.4	-51	1	5	29	-0.1	-20	18	12
Cc1ccc(S(=O)(=O)N2CCN(C(=O)C(F)(F)F)C2c2ccc(N(C)C)cc2)cc1 (stereo unspecified)	?	4	-0.3	11	-2	2	13	-0.1	-3	9	·
O=C(C1=C[C@@H](c2csc3ccccc23)C[C@@H](OCc2ccc(CO)cc2)O1)N1CCN(Cc2ccccc2)CC1	·	-5	2.1	13	4	15	-6	-0.2	·	3	7
CCOC(=O)c1c(C)n(CC(COC(C)=O)OC(C)=O)c2ccc(OC(C)=O)cc12 (stereo unspecified)	1	-9	0.1	1	-3	-1	-1	0.2	-4	9	12
COc1ccc(CC(N)c2csc(NC(=O)Nc3ccccc3Cc3ccccc3)n2)cc1 (stereo unspecified)	-6	22	-4.7	20	·	104*	4	-0.6	-4	4	·
COc1ccc(O)c(C(=O)CC(=O)c2ccncc2)c1	-3	-81	-1.0	7	·	-210	-1	0.1	-5	-205	-17
Fc1ccc(CN2CCCN(C(=S)Nc3ccc(F)cc3)CC2)cc1	2	24	0.8	1	1	20	1	0.2	-10	16	3
CC(=O)N=c1sccn1CC(=O)c1ccc([N+](=O)[O-])cc1	9	-24	0.4	-2	5	10	1	0.1	-5	-20	23
Cc1nnc(SCc2nnc(-c3ccccc3)o2)n(N)c1=O	12	-21	0.0	-4	0	-2	-1	0.1	2	-5	-2
COC(=O)c1cn(CC(=O)Nc2ccccc2C)c2ccccc12	15	-30	-0.3	-14	1	13	2	0.3	-6	12	9
COc1ccc(OCC(O)CNC(=O)c2c(-c3ccccc3)noc2C)cc1 (stereo unspecified)	-14	0	-0.5	26	-4	10	2	0.0	-14	8	8
Fc1ccc(Br)cc1C1C=C(c2cccnc2)Nc2ncnn21 (stereo unspecified)	18	-5	0.8	7	4	8	-3	0.1	·	14	15

As a working copy, part of the list above:
SMILES	Vif imaging	NR2E3 ag-1	iPSC survival up	PDI inh	NR2E3 ag-2	Peg3 promoter	Exocytosis inh	aDG glyco act	CaV13 ICDI inh	HIF-2a block	MITF TRPM1 inh
COc1ccc(-c2noc(=O)n2Cc2ccccc2F)cc1	1	-20	3.1	-4	-1	20	-5	0.0	-6	15	1
O=C(CCN1C(=O)C2CC=CCC2C1=O)Nc1nc(-c2ccc(F)c(F)c2)cs1 (stereo unspecified)	2	21	0.1	5	2	-9	1	-0.2	-7	-36	-16
CC(C)CCN1C(=O)c2ccccc2C1c1nnnn1-c1ccc2c(c1)OCCO2 (stereo unspecified)	·	1	-0.5	·	·	·	-1	0.0	-8	1	·

Remaining list, next part
SMILES	Vif imaging	NR2E3 ag-1	iPSC survival up	PDI inh	NR2E3 ag-2	Peg3 promoter	Exocytosis inh	aDG glyco act	CaV13 ICDI inh	HIF-2a block	MITF TRPM1 inh
COc1ccccc1NC(=O)CCC(=O)Nc1cc(OC)c(NC(=O)c2cccs2)cc1OC	1	-3	0.0	0	-2	19	-3	0.1	-3	12	14
CCn1c(N2CCN(C(=S)NCC(C)C)CC2)nc2ccccc21	0	-23	1.5	13	1	-12	4	0.1	-8	0	2
COC(=O)Cc1ccc(NC(=S)NCc2ccc(S(N)(=O)=O)cc2)cc1	3	-3	1.3	-5	-3	-4	-5	0.1	-17	14	10
CN1C(=O)c2oc3ccccc3c(=O)c2C1c1ccccn1 (stereo unspecified)	0	10	-2.7	-2	2	5	2	0.5	-5	15	-9
Cn1c(CNC(=O)CNC(=O)c2ccc(C(C)(C)C)cc2)cc(=O)n(C)c1=O	-1	-8	-0.4	-1	-4	-4	-1	-0.2	-3	10	-12
Cc1ccc(CSc2nnc(SCC(=O)N/N=C/c3c(C)nn(-c4ccccc4)c3C)s2)cc1	-14	1	-0.8	-1	-4	-183	5	0.6	-2	-156	-17
Nc1nc(SCC(=O)Nc2ccc([N+](=O)[O-])cc2Br)n[nH]1	6	-8	-0.6	7	-1	-21	1	0.0	-5	2	3
O=S(=O)(c1cccs1)N1CCN(Cc2cccc(F)c2)CC1	-9	-25	-0.2	5	2	21	-4	0.1	-2	7	2
OCCNCc1ccc(OC2CCCC2)cc1	47	7	1.9	11	3	12	-1	0.3	-5	1	11
Cc1cccc(NC(=O)C2CC(=O)n3cnnc3S2)c1 (stereo unspecified)	3	-23	-0.2	-1	-1	13	-4	-0.3	0	16	12
Cc1ccccc1NC(=O)CCc1c(C)nn(-c2ccc(N3CCOCC3)nn2)c1C	-4	11	-0.5	4	-1	-17	-9	-0.2	-2	6	-3
Cc1cccc(N(CC(=O)NCc2ccco2)C(=O)CNS(=O)(=O)c2ccc(F)cc2)c1	3	-5	-0.6	5	2	10	0	0.0	-7	7	10
COc1ccc(C(C(=O)NC2CCCC2)N(C(=O)c2snc(C(N)=O)c2N)c2cccc(O)c2)cc1 (stereo unspecified)	-5	-11	-0.1	20	2	33	0	-0.2	·	-59	-11
Cc1ccc(NC2=C(NCCO)C(=O)c3ccccc3C2=O)cc1	-10	-76	-1.1	-1	6	-70	-4	0.0	-7	-111	15
CN(C)C(CNC(=O)c1ccc(NC(=O)c2cccs2)cc1)c1ccccc1 (stereo unspecified)	-10	-14	-0.3	-5	4	-25	-7	0.1	-3	3	-11
C=CCn1c(SCCOc2ccc(OC)cc2)nnc1C(C)NC(=O)c1ccc(OC)cc1 (stereo unspecified)	-4	-3	0.5	4	1	28	-3	0.1	-6	19	6
FC(F)(F)c1nc(SCc2ccc(Cl)cc2Cl)n[nH]1	-17	-15	-0.5	2	0	-51	5	0.1	-4	-97	-4
Cn1c(-c2ccc(F)cc2)cnc1SCC(=O)NNC(=O)Cc1ccccc1	2	0	-0.3	-1	-5	3	1	0.2	-4	3	9
Cc1cc(C)c2c(N)c(C(=O)Nc3ccc([N+](=O)[O-])cc3)sc2n1	2	-109	-0.6	-21	0	-223	4	0.0	-4	-148	-94
O=C(C1CCCN(S(=O)(=O)c2ccc(F)cc2)C1)N(Cc1cccs1)C1CC1 (stereo unspecified)	-26	-15	1.8	-3	5	18	-3	0.1	1	14	6
COc1ccc(/C=N/NC(=S)Nc2cc(S(=O)(=O)N3CCOCC3)ccc2N2CCOCC2)cc1O	-3	-16	0.0	4	4	48	-1	-0.4	-6	29	-1
O=C(O)c1cc(S(=O)(=O)N2CCCCC2)ccc1F	4	-1	2.1	-6	-1	-5	0	-0.3	-4	9	2
O=C(NC(=S)Nc1ccccc1N1CCN(C(=O)c2ccccc2)CC1)c1cccs1	-6	-11	0.3	6	0	0	-10	-0.1	-7	11	-1
O=C(O)c1ccc2c(c1)C(=O)N(CCc1c[nH]c3ccccc13)C2=O	17	-33	0.2	11	·	-218	9	0.0	-17	-199	-56
Cc1ccccc1-c1cc(C(=O)NCc2cccc(C(F)(F)F)c2)n(CC2CC(c3cccnc3)=NO2)n1 (stereo unspecified)	-10	10	1.5	1	·	22	0	0.1	-3	-4	10

(further entries)
SMILES	Vif imaging	NR2E3 ag-1	iPSC survival up	PDI inh	NR2E3 ag-2	Peg3 promoter	Exocytosis inh	aDG glyco act	CaV13 ICDI inh	HIF-2a block	MITF TRPM1 inh
CCCCn1c(SCC(=O)N2CCN(c3ccccc3)CC2)nc2ccsc2c1=O	·	0	0.9	-7	0	26	-2	0.2	·	7	3
CC(NC(=O)CSC1=NCCS1)c1ccccc1 (stereo unspecified)	2	7	0.5	9	0	-2	1	-0.2	-2	16	-18
Cc1ccc(S(=O)(=O)c2nc(NCCN(C)C)sc2Cl)cc1	2	12	-0.1	-3	1	8	2	-0.3	-4	22	-8
CCOc1ccc(NC(=O)c2ccccc2-c2ccccc2C(=O)O)cc1	-4	-4	1.5	-6	5	-263	-5	0.0	-3	-319	-88
CC(=O)c1cccc(NC(=O)NCc2cccs2)c1	3	4	-0.9	-2	1	-7	-2	0.2	-5	-15	2
O=C(CN1CCOc2ccccc21)NC1CC1	-4	-3	1.8	·	-3	8	3	0.0	-3	-1	·
CCCNS(=O)(=O)c1cc(CN2C(=O)c3cccnc3C2=O)ccc1OC	5	-9	0.7	0	4	0	-5	0.0	-20	19	2
OCCOCCn1c(CCNc2nc(-c3ccc(F)cc3)cs2)nc2cc(C(F)(F)F)ccc21	-6	9	-1.8	-2	2	22	4	0.4	-6	11	0
CCOCCCn1c(=N)c(S(=O)(=O)c2ccccc2)cc2c(=O)n3cc(C)ccc3nc21	-9	-17	-0.4	7	4	12	-18	-0.2	6	8	-13
COc1ccc(CCNC(=O)N2CCOCC2)cc1	-1	8	-1.5	-19	1	5	-3	-0.1	·	4	3
COc1ccc(-c2cc(C(=O)N(C)Cc3ccc(F)cc3)c3ccccc3n2)cc1OC	-2	-7	0.2	4	0	26	-5	-0.2	-6	15	-9
